Screens (PubChem BioAssay)
BAP1 inh: human BAP1 deubiquitinase inhibition; recombinant BAP1, Ub-AMC hydrolysis fluorescence kinetic; active compounds read low; activity remaining (% of control), % at 20 µM; 0.48% of 72,000 active;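 active = activity remaining at or below 50% of control, provided the compound also passes the data quality filters; inactive = the rest, including low values that fail the filters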;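 also: 100% = DMSO wells rate and 0% = substrate alone blank rate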
HePTP inh: human HePTP phosphatase inhibition; P35236; recombinant HePTP phosphatase activity, OD absorbance; inhibition, % at 20 µM; 0.64% of 110,000 active; in the data active = inhibition above about 50%;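 also: plate controls were vehicle for no effect and reference inhibitor for full effect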
Target sequence (P35236 whole entry, looked up): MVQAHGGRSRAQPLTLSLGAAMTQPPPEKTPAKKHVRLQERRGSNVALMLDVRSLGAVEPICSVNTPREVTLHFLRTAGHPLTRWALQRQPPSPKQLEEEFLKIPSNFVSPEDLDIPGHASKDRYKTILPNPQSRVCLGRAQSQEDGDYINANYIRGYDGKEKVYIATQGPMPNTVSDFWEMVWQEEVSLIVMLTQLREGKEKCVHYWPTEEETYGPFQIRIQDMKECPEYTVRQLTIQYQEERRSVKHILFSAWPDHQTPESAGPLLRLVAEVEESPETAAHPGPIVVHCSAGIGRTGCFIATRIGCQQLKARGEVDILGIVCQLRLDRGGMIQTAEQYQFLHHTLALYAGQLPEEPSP
Active calls of the source: *; / = not tested or not shown; & = joins results of further samples. No enrichment for hits. About 0.7% of those tested had a hit in this group.

No.	BAP1 inh	HePTP inh	Structure
1	/	22.1	COc1cc(/C=C2\C(=O)NN(c3ccc(Cl)c(Cl)c3)C2=O)c([N+](=O)[O-])cc1OC
2	/	2.8	CC1=C(C(=O)Nc2ccccc2)C(c2ccco2)C(C#N)=C(SCC(=O)Nc2cccc(C)c2C)N1 (stereo not drawn)
3	101.1	12.1	COc1ccc(OC)c(NC(=O)CCNS(=O)(=O)c2cccs2)c1
4	102.7	6.1	O=C(NCc1cccs1)C(NS(=O)(=O)c1cccc2nsnc12)c1ccccc1 (stereo not drawn)
5	56.3	9.3	Clc1ccc2c(c1)C1OCCC1C(c1ccco1)N2 (stereo not drawn)
6	114.3	15.3	CCc1c(C)nc2c(C#N)c[nH]n2c1=O
7	/	-8.4	Cc1ccc(OCC(O)CN2CC(C)OC(C)C2)cc1C (stereo not drawn)
8	100.4	/	CC(N=C(NC#N)Nc1ccncc1)C(C)(C)C (stereo not drawn)
9	97.3	-9.0	Cc1cccc(C)c1OCCCCc1c(C)n[nH]c1C
10	/	8.0	CC(=O)c1cccc(NC(=O)CSc2nc(C)cc(C)n2)c1
11	/	4.2	CCOC(=O)c1cccc(NC2C=CS(=O)(=O)C2)c1 (stereo not drawn)
12	88.8	-1.1	O=C(CC1Nc2ccccc2NC1=O)NCCCN1CCCCCC1 (stereo not drawn)

The list goes on; it opens with the 3 that closed the last part.
No.	BAP1 inh	HePTP inh	Structure
10	/	8.0	CC(=O)c1cccc(NC(=O)CSc2nc(C)cc(C)n2)c1
11	/	4.2	CCOC(=O)c1cccc(NC2C=CS(=O)(=O)C2)c1 (stereo not drawn)
12	88.8	-1.1	O=C(CC1Nc2ccccc2NC1=O)NCCCN1CCCCCC1 (stereo not drawn)
13	/	-5.1	Cc1cc(Cl)ccc1NS(=O)(=O)c1ccc([N+](=O)[O-])cc1
14	/	3.4	COc1ccc(NC(=O)CN(c2cccc(C(F)(F)F)c2)S(C)(=O)=O)cc1OC
15	80.8	/	Cc1ccc(S(=O)(=O)N(CCC#N)C2CCCCC2)cc1
16	/	-19.2	O=Cc1ccc(OCc2ccccc2F)cc1
17	64.9	/	O=C(O)CCC(=O)Nc1ccc([N+](=O)[O-])cc1
18	102.1	-1.8	O=C(CSc1nnc(CNc2ccc(F)cc2)o1)N1CCN(C(=O)c2ccco2)CC1
19	71.9	/	CCCOc1ccc(C(=O)Nc2ccc(NC(=O)c3ccccc3)c(C)c2)cc1
20	140.7	12.2	COC(=O)c1sccc1NC(=O)c1ccc(Cl)s1
21	81.5	14.5	CC(Oc1ccc2c(-c3ccccc3)cc(=O)oc2c1)C(=O)O (stereo not drawn)
22	/	0.6	O=C(O)C(Cc1ccccc1)N1C(=O)/C(=C/c2ccccc2[N+](=O)[O-])SC1=S (stereo not drawn)
23	/	-14.6	Cc1cccc(C(=O)NNC(=O)C2CCCO2)c1 (stereo not drawn)
24	80.9	-11.9	O=C(CSc1n[nH]c(=O)n1C1CC1)Nc1cc(Cl)ccc1Oc1ccccc1
25	67.4	-11.7	CCCC1(C(=O)OC)NC(c2cccc(F)c2)C2C(=O)N(CC)C(=O)C21 (stereo not drawn)
26	/	2.4	O=C(Nc1ccc(S(=O)(=O)Nc2cnc3ccccc3n2)cc1)c1ccc(Cl)cc1Cl
27	197.4	3.6	CN1c2ccccc2N(C)C1c1c(O)ccc2ccccc12
28	/	-3.6	O=C(NCCC1=CCCCC1)c1cc(Cl)ccc1[N+](=O)[O-]
29	/	4.2	O=C(Nc1ccccc1C(=O)O)c1ccc2c(c1)C(=O)N(c1ccc(O)cc1)C2=O
30	/	8.9	COc1ccccc1/C=C(\NC(=O)c1ccccc1)C(=O)NCCc1c[nH]c2ccccc12
31	96.1	/	Cc1ccc(C2=NN(S(=O)(=O)c3ccc(C)cc3)C(c3ccc(Br)cc3)C2)cc1 (stereo not drawn)
32	108.0	-2.7	O=c1[nH]c(CN2CCCCC2)nc2c1C1(CCCCC1)Cc1ccccc1-2
33	92.2	3.5&-10.2	COc1ccc(CN2CCN(C(=O)c3ccco3)CC2)cc1OCc1ccccc1
34	73.5	3.0	CCOc1cc(C2Nc3ccccc3NC3=C2C(=O)CC(c2ccc(OC)cc2)C3)cc(Br)c1O (stereo not drawn)
35	99.0	1.9	CC(=O)N1CCc2cc(S(=O)(=O)NC(C(=O)Nc3nc(C)cs3)C(C)C)ccc21 (stereo not drawn)
36	94.5	12.5	CCN(CC)c1ccc2cc(-c3nc4ccccc4n3C)c(=O)oc2c1

The closing six compounds of the part above lead into the next.
No.	BAP1 inh	HePTP inh	Structure
31	96.1	/	Cc1ccc(C2=NN(S(=O)(=O)c3ccc(C)cc3)C(c3ccc(Br)cc3)C2)cc1 (stereo not drawn)
32	108.0	-2.7	O=c1[nH]c(CN2CCCCC2)nc2c1C1(CCCCC1)Cc1ccccc1-2
33	92.2	3.5&-10.2	COc1ccc(CN2CCN(C(=O)c3ccco3)CC2)cc1OCc1ccccc1
34	73.5	3.0	CCOc1cc(C2Nc3ccccc3NC3=C2C(=O)CC(c2ccc(OC)cc2)C3)cc(Br)c1O (stereo not drawn)
35	99.0	1.9	CC(=O)N1CCc2cc(S(=O)(=O)NC(C(=O)Nc3nc(C)cs3)C(C)C)ccc21 (stereo not drawn)
36	94.5	12.5	CCN(CC)c1ccc2cc(-c3nc4ccccc4n3C)c(=O)oc2c1
37	/	-6.8	Cc1ccc(N(CC(=O)N2CCOCC2)S(=O)(=O)c2ccc(F)cc2)cc1
38	/	2.9	O=S(=O)(c1ccc(Oc2ccccc2)cc1)N1CCCCC1
39	90.4	8.7	Cc1ccc(Cn2c(=O)c3ccccc3n3c(CCC(=O)O)nnc23)cc1
40	/	11.9	COCc1cc(CN2CCOCC2)c(O)c2ncccc12
41	83.6	3.7&10.6	O=C(O)CCCc1nc2ccccc2s1
42	93.1	13.1	COc1ccc(CNC(=O)CN(C(=O)c2ccc(CN3CCOCC3)o2)C2CCCC2)cc1
43	/	4.3	Cc1ccc(-c2cc(-c3cc(C)ccc3O)[nH]n2)cc1
44	94.4	9.4&9.7	O=C(Nc1cccc2ccccc12)c1ccc(Br)o1
45	/	4.8	CC(=O)c1ccc(NC(=O)CSCC(=O)Nc2ccccc2)cc1
46	/	4.7	CCOc1ccc(NC(=S)NC(=O)c2ccccc2)c([N+](=O)[O-])c1
47	104.5	3.9	O=C(O)CC(c1ccccc1)n1cnnn1 (stereo not drawn)
48	/	6.1	CCc1ccccc1NC(=O)CSc1nnc([C@H](CCSC)NC(=O)OC(C)(C)C)o1
49	/	8.1	Cc1ccc(/C(O)=C2\C(=O)C(=O)N(c3ccc(O)cc3)C2c2ccccc2F)cc1 (stereo not drawn)
50	104.2	3.5	Cc1cc(N(C(=O)c2ccco2)C(C(=O)NC2CCCCC2)c2ccccc2)ccc1-n1cnnn1 (stereo not drawn)
51	137.6	-0.2	O=C(CCSc1nc(-c2ccco2)cc(C(F)(F)F)n1)NCCc1ccccc1
52	/	-14.3	CS(=O)(=O)N(CC(=O)Nc1ccc(Cl)c(Cl)c1)c1ccc(Cl)cc1
53	/	-12.6	CC(C)CC(=O)NC(NC(=S)Nc1cccc(Br)c1)C(Cl)(Cl)Cl (stereo not drawn)
54	/	-2.5	Cc1cccc(N2C(=O)/C(=C/c3ccc(C(C)C)cc3)SC2=S)c1
55	97.4	12.3	CCN(CC)C(=O)CN1C(=O)C2(OCC(C)(c3ccccc3)CO2)c2ccccc21 (stereo not drawn)
56	/	-0.9	C=CCc1cccc(/C=N/NC(=O)CSc2nc3ccccc3n2CC)c1O
57	/	1.7	COc1ccc(S(=O)(=O)N2CCCCC2C(=O)O)cc1OC (stereo not drawn)
58	95.6	8.8	CCc1nc(N2CCN(C(=O)c3ccco3)CC2)c2oc3ccccc3c2n1
59	149.7	/	CCOCCOC(=O)C1=C(C)NC2=C(C(=O)CCC2)C1c1cc(OC)c(OC)cc1Br (stereo not drawn)
60	/	9.2	COc1ccc(N(CC(=O)Nc2cc(C)cc(C)c2)S(C)(=O)=O)cc1
61	77.8	-1.0	CC1CC(C)CN(S(=O)(=O)c2ccc(C(=O)N3CCN(c4ccccc4)CC3)cc2)C1 (stereo not drawn)
62	/	7.7	CN(C)/C=C1\N=C(c2ccccc2F)OC1=O
63	/	8.6	COc1ccc(OCCOCCOc2ccc(OC)cc2)cc1
64	68.0	13.8	N#C/C(=C\c1cccs1)Sc1nc2ccccc2s1
65	/	-20.7	Cc1ccc(N(CC(=O)N/N=C/c2ccccc2O)S(=O)(=O)c2ccccc2)cc1
66	62.2	9.2	Cc1cccc(NC(=O)CN(C)S(=O)(=O)c2ccccc2)n1
67	93.6	-4.3	c1ccc(-c2noc(CSc3nnnn3C3CCCCC3)n2)cc1
68	/	6.0	Cc1ccc(C(=O)N/C(=C\c2ccc(C(C)C)cc2)C(=O)NCCCN2CCOCC2)cc1
69	/	3.7	N#Cc1c(NC(=O)CSc2ccccc2)sc2c1CCCC2
70	146.7	6.9	COc1ccc(OC)c(S(=O)(=O)Nc2ccccc2C)c1
71	/	3.0	COC(=O)c1[nH]c2ccccc2c1NC(=O)CN1CCN(c2cccc(Cl)c2)CC1
72	81.5	3.0	O=C1c2ccccc2C(=O)N1CCCCSc1nnnn1-c1ccccc1
73	102.4	/	CC(C)(C)n1nc2c(c1NC(=O)c1ccccc1[N+](=O)[O-])CSC2
74	93.0	-5.2	Cc1ccccc1OCC(=O)N(Cc1ccc(N(C)C)cc1)C1CCS(=O)(=O)C1 (stereo not drawn)
75	82.8	-11.0	O=C(c1ccc2c(c1)OCO2)N(c1ccc(F)cc1)C1C=CS(=O)(=O)C1 (stereo not drawn)
76	/	-11.2	CC1=NN(C(=O)c2ccc([N+](=O)[O-])cc2)C(O)(C(F)(F)F)C1 (stereo not drawn)
77	/	-11.7	COc1ccc(C2NN=C(c3ccccc3)S2)c2ccccc12 (stereo not drawn)
78	87.1	-7.4	O=S1(=O)CC(NCc2ccccc2)C(Nc2ccc(Cl)cc2)C1 (stereo not drawn)
79	/	12.0	COC(=O)C1=C(C)NC(=O)NC1c1ccc(O)cc1 (stereo not drawn)
80	79.1	1.6	CCOc1ccc(NC(=O)CCNS(=O)(=O)c2ccc3c(c2)c(=O)n(C)c(=O)n3C)cc1
81	65.8	/	CCOC(=O)CSc1nc2c(c(=O)n1C)C1(CCCC1)Cc1ccccc1-2
82	107.4	2.3	Cn1c(=O)c2c(ncn2CCN(CCO)Cc2ccccc2)n(C)c1=O
83	/	-8.3	Oc1ccc(Cc2nc3ccccc3[nH]2)cc1
84	109.5	4.0	CCN1C(=O)/C(=C2\SC(=S)N(CCCOC)C2=O)c2ccccc21

Reformatted field by field: 2 of the compounds above
34. CCOc1cc(C2Nc3ccccc3NC3=C2C(=O)CC(c2ccc(OC)cc2)C3)cc(Br)c1O (stereo not drawn)
  BAP1 inh: 73.5	HePTP inh: 3.0
35. CC(=O)N1CCc2cc(S(=O)(=O)NC(C(=O)Nc3nc(C)cs3)C(C)C)ccc21 (stereo not drawn)
  BAP1 inh: 99.0	HePTP inh: 1.9

Other structures follow.
No.	BAP1 inh	HePTP inh	Structure
85	109.5	9.1	Cc1ccc(NCc2nnc(SCCN3CCCCC3)n2CC2CCCO2)c(C)c1 (stereo not drawn)
86	92.4	1.8&-6.0	O=C(CN(c1ccc(F)cc1)S(=O)(=O)c1ccccc1)NCc1ccco1
87	/	-4.8	C=CCOc1cc(Br)c(/C=C2\C(=O)NC(=O)N(c3ccc(C)cc3)C2=O)cc1OC
88	/	7.9	Cc1ccc(C)c(NC(=O)C2CC(=O)N(c3ccc(Cl)cc3)C2)c1 (stereo not drawn)
89	/	-0.9	COc1ccc(C(NC(=O)c2ccccc2F)c2ccc(OC)c(OC)c2)cc1 (stereo not drawn)
90	78.3	6.5	CC1=Nn2c(nnc2C2CCCCC2)SC1
91	/	-6.2	CCOc1ccc(-n2c(SCC(N)=O)nc3c(c2=O)SCC3)cc1
92	90.4	/	O=C1CCC(=O)N1c1ccc(S(=O)(=O)Nc2ccc(Br)cc2)cc1
93	86.4	-3.5	CCCCS(=O)(=O)C(=C1Nc2ccccc2N1)S(=O)(=O)CCCC
94	83.5&67.0	5.7	O=C(Nc1nnc(-c2ccccc2)s1)c1ccc(Cl)c(S(=O)(=O)N2CCOCC2)c1
95	/	5.8	COc1ccc(S(=O)(=O)N2CN(Cc3ccco3)c3nc4ccccc4nc32)cc1
96	56.9	2.6	Cc1ccnc(NC(=O)c2ccc(NC(=O)c3ccco3)cc2)c1
97	94.1	2.2	CC(=O)NC(C(=O)NCC(N)=O)C(C)C (stereo not drawn)
98	92.1	-5.7	Cn1c(=O)c2c(nc(OCc3ccccc3)n2C)n(C)c1=O
99	/	4.0	COc1ccc(CCNC(=O)C(=O)N2CCCC2)cc1

Random excerpt: 2 records from the list, in no set order.
No.	BAP1 inh	HePTP inh	Structure
89	/	-0.9	COc1ccc(C(NC(=O)c2ccccc2F)c2ccc(OC)c(OC)c2)cc1 (stereo not drawn)
98	92.1	-5.7	Cn1c(=O)c2c(nc(OCc3ccccc3)n2C)n(C)c1=O
